Screening data deposited in PubChem by several laboratories.
TWEAK Fn14 block: blocks TWEAK-Fn14 interaction in a reporter cell assay. AID 1159606. inhibition, % at 10 µM. TWEAK-stimulated Fn14 reporter cells, luciferase luminescence, 8 h. 360,000 tested, 2% active; in the data active = inhibition above about 50%
NOD2 RIPK2 PPI: NOD2-RIPK2 protein interaction inhibition; 360,000 tested, 0.38% active; CHO BLA complementation NOD2-RIPK2, CCF4 ratio; inhibition, % at 4.98 µM; O43353; in the data active = inhibition above about 21%;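 note: 0% = vehicle only and 100% = reference blocker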
Target sequence (O43353 whole entry, looked up): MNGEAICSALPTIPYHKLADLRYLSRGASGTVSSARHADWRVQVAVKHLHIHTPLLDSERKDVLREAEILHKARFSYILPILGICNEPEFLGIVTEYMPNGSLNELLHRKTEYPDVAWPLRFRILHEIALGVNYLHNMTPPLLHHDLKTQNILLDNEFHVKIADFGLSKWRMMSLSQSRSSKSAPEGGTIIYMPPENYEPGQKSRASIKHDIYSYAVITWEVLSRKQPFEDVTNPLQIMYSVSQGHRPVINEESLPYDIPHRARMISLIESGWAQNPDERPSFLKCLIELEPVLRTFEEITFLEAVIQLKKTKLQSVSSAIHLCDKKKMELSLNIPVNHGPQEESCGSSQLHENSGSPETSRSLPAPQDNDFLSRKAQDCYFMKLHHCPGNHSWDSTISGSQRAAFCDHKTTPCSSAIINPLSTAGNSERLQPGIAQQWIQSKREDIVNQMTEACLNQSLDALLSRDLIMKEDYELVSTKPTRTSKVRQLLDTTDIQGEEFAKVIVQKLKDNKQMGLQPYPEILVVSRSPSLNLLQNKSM
SRC2 inh: inhibits human steroid receptor coactivator 2 | Q15596 | HEK293 GAL4-SRC2 luciferase reporter, luminescence | AID 651957 | inhibition, % at 9 µM | 370,000 tested, 0.17% active;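 active = inhibition above the mean inhibition of all tested compounds plus 3 SD, set per campaign, cut at about 52% in these data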;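 note: 0% = DMSO treated cells and 100% = cells given Gossypol at 36 µM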
NR2F2 inh: inhibitors of human COUP-TFII (NR2F2). AID 686940. inhibition, % at 8.6 µM. HEK293T NGFI-A luciferase reporter, luminescence. P24468. 370,000 tested, 0.7% active;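 active = inhibition above a per-plate cutoff, mean inhibition of test wells between control levels plus 3 SD, cut at about 38% in these data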;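 note: cells cotransfected with COUP-TFII expression vector driving the NGFI-A reporter; 0% = median of COUP-TF2 test wells and 100% = reporter-only cells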
TLR9-MyD88 inh: inhibitors of human TLR9-MyD88 binding; CHO BLA complementation TLR9-MyD88, CCF4 FRET ratio; inhibition, % at 4.98 µM; 340,000 tested, 0.21% active; Q9NR96+Q99836;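 active = inhibition above the mean over all tested compounds plus 3 SD, cut at about 21% in these data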;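 note: 0% = DMSO only wells and 100% = clavulanate BLA inhibitor control wells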
ABHD5-PLIN5 inh: inhibitors of human ABHD5-perilipin-5 interaction | Split G. princeps luciferase complementation, luminescence, 4 h | inhibition, % at 4 µM | 360,000 tested, 0.78% active | AID 602281;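 active = inhibition above the mean inhibition across every tested compound plus 3 SD, cut at about 22% in these data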;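 note: 0% = DMSO only wells and the 100% control is not disclosed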
NCOA1 inh: human NCOA1 inhibition; Q15788; HEK293 GAL4-SRC1 luciferase reporter, luminescence; inhibition, % at 3.6 µM; 360,000 tested, 0.12% active; AID 588354;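 active = inhibition above the campaign mean plus 3 SD, with each screening campaign given its own cutoff, cut at about 60% in these data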;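 note: 0% = DMSO treated cells and 100% = gossypol at 36 µM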
Granule exo inh: blocks lytic granule exocytosis. TALL-104 LAMP-1 surface exposure, flow cytometry; cells stimulated with thapsigargin and PMA. inhibition, % at 10 µM. AID 651702. 360,000 tested, 0.66% active;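 active = inhibition above about 55%, limit read from the data; inconclusive = no clear call, values can overlap the other calls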
NR5A2 inv ag: NR5A2 inverse agonism in reporter assay; O00482; HEK293T StAR-luciferase reporter, LRH-1 transfected, 24 h; inhibition, % at 3.6 µM; 360,000 tested, 0.13% active;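 active = inhibition above the mean inhibition of all tested compounds plus 3 SD, cut at about 73% in these data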;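 note: 0% = DMSO wells and 100% = reporter-only cells lacking LRH-1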
Target sequence (O00482 whole entry, looked up): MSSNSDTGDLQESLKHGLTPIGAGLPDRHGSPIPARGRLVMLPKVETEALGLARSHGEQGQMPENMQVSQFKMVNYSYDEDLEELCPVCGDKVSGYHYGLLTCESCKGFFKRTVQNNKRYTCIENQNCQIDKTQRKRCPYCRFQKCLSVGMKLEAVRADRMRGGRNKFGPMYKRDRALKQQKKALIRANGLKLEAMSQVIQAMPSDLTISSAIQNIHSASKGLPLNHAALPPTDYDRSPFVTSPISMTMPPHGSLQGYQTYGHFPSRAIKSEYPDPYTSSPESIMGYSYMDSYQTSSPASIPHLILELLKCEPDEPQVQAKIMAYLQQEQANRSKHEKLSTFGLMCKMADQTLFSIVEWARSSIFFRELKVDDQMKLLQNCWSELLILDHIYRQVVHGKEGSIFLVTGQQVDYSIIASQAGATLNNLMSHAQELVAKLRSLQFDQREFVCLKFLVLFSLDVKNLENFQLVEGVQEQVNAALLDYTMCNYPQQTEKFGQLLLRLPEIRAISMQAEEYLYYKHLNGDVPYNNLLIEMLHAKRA
TROY NFkB inh: inhibitors of TROY-dependent NF-kB signaling; Q293 LMP1-TROYcd NF-kB luciferase reporter, 4 h; inhibition, % at 10 µM; 360,000 tested, 0.98% active; AID 1347056;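 active = compounds whose plate-normalised and pattern-corrected inhibition of the luciferase reporter signal at the single screening dose is 50% or more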
SRC3 inh: inhibitors of human steroid receptor coactivator 3 (SRC3); inhibition, % at 3.6 µM; HEK293 GAL4-SRC3 luciferase reporter, luminescence; 360,000 tested, 0.17% active; Q9Y6Q9;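 active = inhibition above a per-campaign cutoff, the mean of all compounds plus 3 SD, cut at about 60% in these data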;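 note: 0% = DMSO-treated cells and 100% = gossypol-treated cells at 36 µM; higher means less SRC3-driven luciferase light from the GAL4 reporter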
The depositor's hits bear a star; ? = inconclusive; . = no result given.

The first 2 compounds, ahead of the listing:
entry	Molecule	TWEAK Fn14 block	NOD2 RIPK2 PPI	SRC2 inh	NR2F2 inh	TLR9-MyD88 inh	ABHD5-PLIN5 inh	NCOA1 inh	Granule exo inh	NR5A2 inv ag	TROY NFkB inh	SRC3 inh
1	Cc1c(NC(=O)c2nn3c(c2Br)NC(c2ccccc2)CC3C(F)(F)F)c(=O)n(-c2ccccc2)n1C (stereo unspecified)	-1	3	4	3	-1	2	12	-1	4	13	15
2	COc1ccc(-c2cc(C3CCN(c4ncccc4[N+](=O)[O-])CC3)[nH]n2)cc1	11	5	-13	2	3	-10	-29	1	-5	16	0

All compounds of this part, from the first entry:
entry	Molecule	TWEAK Fn14 block	NOD2 RIPK2 PPI	SRC2 inh	NR2F2 inh	TLR9-MyD88 inh	ABHD5-PLIN5 inh	NCOA1 inh	Granule exo inh	NR5A2 inv ag	TROY NFkB inh	SRC3 inh
1	Cc1c(NC(=O)c2nn3c(c2Br)NC(c2ccccc2)CC3C(F)(F)F)c(=O)n(-c2ccccc2)n1C (stereo unspecified)	-1	3	4	3	-1	2	12	-1	4	13	15
2	COc1ccc(-c2cc(C3CCN(c4ncccc4[N+](=O)[O-])CC3)[nH]n2)cc1	11	5	-13	2	3	-10	-29	1	-5	16	0
3	CSc1nc(-c2ccco2)cc(-c2ccccc2)c1C#N	-4	-3	-15	2	0	-4	-6	-4	-14	5	-14
4	Cn1nnnc1SC(C(=O)Nc1ccc(F)cc1)c1ccccc1 (stereo unspecified)	7	-5	-13	7	2	-2	-9	-1	-7	-13	-10
5	CC12CC3CC(C)(C1)CC(C(O)CN1CCOCC1)(C3)C2 (stereo unspecified)	14	-2	5	14	9	9	6	-1	-3	-1	13
6	CNc1cncc(-c2cccc(C(=O)NC3CC3)c2)n1	-13	3	-7	9	.	0	0	-9	9	-1	-12
7	Cc1ccc(OC(=O)N2CCOCC2)cc1	-2	-3	-40	-11	-7	-2	-36	-1	-6	-39	-13
8	O=C(C1CCCN(Cc2ccc([N+](=O)[O-])cc2)C1)N1CCCCC1 (stereo unspecified)	-4	-7	10	17	-11	-12	-5	4	-2	8	-16
9	O=C(N/N=C\C=C\c1ccc2c(c1)OCO2)C1COc2ccccc2O1 (stereo unspecified)	2	-6	4	0	4	-3	-2	35	-23	-19	-9
10	O=C1CC(C(=O)N2CCN(c3ccccc3Cl)CC2)CN1Cc1ccccc1 (stereo unspecified)	-23	-11	1	-10	-3	11	-4	-1	-13	-8	6
11	CCn1cc(C(=O)NC2CC(C)(C)Cc3c2cnn3-c2cccc(F)c2)cn1 (stereo unspecified)	-1	-2	-17	6	-6	0	-1	-3	-15	-30	0
12	COc1cc(C(=O)OCC(=O)N2CCCCC2C)ccc1OCc1c(C)noc1C (stereo unspecified)	-19	-2	10	-7	-8	2	-9	0	14	17	10
13	Cc1sc2ncnc(Nc3ccccc3)c2c1C	2	9	-16	-9	0	4	-7	0	-11	-9	-9
14	Cc1ccc(O)c(NC(=O)CCC2CCCCC2)c1	-37	15	-41	-38	-2	-2	-80	0	-98	-45	-55
15	O=C(c1cccs1)N(Cc1cccc(F)c1)C1CCS(=O)(=O)C1 (stereo unspecified)	5	3	0	0	5	-8	3	-4	2	8	-16
16	Nc1nc(Nc2ccccc2F)nc(NCc2ccco2)c1[N+](=O)[O-]	9	-3	-27	-37	-6	4	-57	-2	-27	-49	-30
17	COc1ccccc1NS(=O)(=O)NC(=O)c1c(C)[nH]c2ccccc12	4	-6	0	0	21*	-6	-9	0	-6	-13	-3
18	CC(C)COC(=O)c1ccc(NC(=O)C2C3CCC(C3)C2C(=O)O)cc1 (stereo unspecified)	-14	1	-80	-15	6	2	-59	-1	-37	9	-48
19	Cc1onc(-c2c(Cl)cccc2Cl)c1C(=O)N=C(N)N1CCOCC1	-12	-4	-15	-15	-6	4	-1	-9	-14	-8	10
20	COC(=O)C(Cc1ccc(O)cc1)NC(=O)CCc1nc2ccccc2s1 (stereo unspecified)	-6	0	7	3	-4	1	2	-12	-4	-2	14
21	CC(C)c1ccc(NC2CCCN(C(=O)c3ccncc3)C2)cc1 (stereo unspecified)	-16	-3	-17	0	-3	-2	-30	1	11	2	19
22	Nc1nnn(CC(=O)N/N=C/c2ccncc2)n1	-19	-7	3	20	.	13	21	3	-1	-19	9
23	CCCCOC(=O)CSc1nc(N)c(C#N)c(-c2ccc(OCC)cc2)c1C#N	-5	5	-14	-3	4	3	0	-2	2	8	23
24	CCOc1ccccc1NC(=O)Nc1cnccn1	10	7	-10	8	-2	-6	3	-2	-7	14	-8
25	CCOc1ccc(N(CC(=O)NC2CCCCCC2)S(=O)(=O)c2c(C)noc2C)cc1	-7	2	-10	-9	-2	0	-5	-4	-25	-14	1
26	COc1ccc(NC(=O)C2Cc3c(-c4cccc(C(N)=O)c4)ccnc3O2)cn1 (stereo unspecified)	7	-18	-3	-17	.	6	2	-2	12	4	13
27	O=C(c1ccc2c(=O)n3c(nc2c1)CCC3)N1CCN(S(=O)(=O)c2ccccc2Br)CC1	-1	4	7	-17	5	4	-2	2	2	-17	-25
28	COc1cc(C(=O)OCC(=O)Nc2cc(C)on2)ccc1OCc1ccccc1Cl	-27	-4	3	-2	-5	3	-3	1	-10	-39	10
29	COc1ccccc1NC(=S)NCCc1ccc(S(N)(=O)=O)cc1	11	3	20	-6	-7	-1	10	-3	-6	11	2
30	COC(=O)c1ccccc1NC(=O)COC(=O)c1ccco1	-7	5	-40	2	5	0	11	-1	5	-6	-1
31	Cc1ccc(CNC(=O)CSc2nnc3n2CCCCC3)cc1	-11	-9	14	-1	-7	-3	5	0	9	-12	7
32	O=C(NCc1cccc(C(F)(F)F)c1)C1CC(c2ccc(C(F)(F)F)cc2)=NO1 (stereo unspecified)	-5	-13	-17	18	0	-2	-13	-1	-2	8	-4
33	Cc1ccnc(SCC(=O)NC2CCCCCC2)n1	11	-10	-2	-33	-4	5	-12	3	18	-16	5
34	COc1cccc(CN2CC(C(=O)N3CCOCC3)CCC2=O)c1 (stereo unspecified)	-10	-6	-47	-11	-6	0	6	2	-8	-10	-9
35	Cc1c(Nc2nc(-c3ccc(Cl)cc3)cs2)c(=O)n(-c2ccccc2)n1C	6	-5	20	2	-4	1	-8	-2	-6	7	15
36	CC(C)(C)C1CCC(C(=O)NCCc2ccc(S(N)(=O)=O)cc2)CC1 (stereo unspecified)	16	-10	9	8	-9	3	-11	8	-11	3	-19
37	CC(C)(C)SCCSC1=CC(=O)CC(c2ccccc2)C1 (stereo unspecified)	-14	7	-46	-27	2	-1	-111	2	-49	-40	-30
38	O=C(O)c1cccnc1SCc1cccc(Br)c1	6	0	-8	-3	-1	-3	5	9	-13	-35	-3
39	O=S(=O)(NCc1ccncc1)c1ccc(F)c(F)c1	8	4	25	32	-8	-6	15	0	6	17	28
40	CC1(C(=O)NS(=O)(=O)Cc2cccc(Cl)c2)CCN1C(=O)Cc1ccc(Cl)cc1Cl (stereo unspecified)	-12	-15	-11	14	.	-8	-19	-4	-29	11	1
41	CCCCCCC(C)n1cc(C(C)=O)c(=O)[nH]c1=O (stereo unspecified)	-12	-5	-14	10	-4	-2	-15	-1	9	-1	18
42	COc1ccccc1CNC(=O)C(=O)c1cn(CC(=O)N2CCCC2)c2ccccc12	-1	10	-27	0	-2	5	-19	?	-1	-20	-5
43	O=C(NC1CCCC1)c1cc(COc2ccc3ncccc3c2)on1	25	-6	.	.	-6	-7	24	-6	36	29	37
44	COCCCNC(=S)N/N=C/c1ccc(O)cc1O	-5	0	-29	12	.	2	0	2	-14	-3	13
45	C=C1CCC2[C@](C)(CO)[C@H](O)CC[C@@]2(C)[C@@H]1C/C=C1\C(=O)OC[C@H]1O (stereo partly specified)	-5	2	-10	-10	-10	6	0	-2	23	-12	-16
46	Cc1ccc(S(=O)(=O)N2CCC(C(=O)OCC(=O)N(C)C3CCS(=O)(=O)C3)CC2)cc1C (stereo unspecified)	1	-5	10	-4	10	2	-20	-2	8	-7	-9
47	O=C(Cc1ccc([N+](=O)[O-])cc1)Nc1cccc(C(F)(F)F)c1	-17	0	-4	-8	18	-1	7	-10	-6	1	2
48	CCc1c(C)nc(N2CCN(c3ccccc3F)CC2)[nH]c1=O	-3	5	3	-10	-1	0	-14	-1	-10	-5	4
49	Cc1ccnc(NCn2nnc3ccccc32)c1	-8	-6	0	-5	5	-5	4	0	12	13	3
50	COc1cc2c(cc1OC)CN(C(=O)CSc1ccccc1C)CC2	3	4	25	-17	1	3	1	1	8	12	-19
51	COc1ccc(OC)c(N/C(C)=C/C(=O)c2ccncc2)c1	6	2	6	19	-3	-10	12	-2	3	-4	13
52	COc1ccc(CN2C(=O)CCC2(C)C(=O)NC2CCCC2)c(OC)c1 (stereo unspecified)	-7	-7	-2	-2	12	5	-7	1	12	-19	-7
53	Cc1onc(-c2ccccc2Cl)c1C(=O)NC1CCCCCC1	7	-5	5	4	-5	-8	-4	7	-8	-37	-5
54	Cn1nccc1C(=O)Nc1ccc2c(c1)OCCO2	74*	-8	-9	-16	-1	-8	-79	0	-69	56*	-27
55	COc1ccccc1OCCC(=O)OCC(=O)NCc1ccc(Cl)cc1	17	-8	-18	-28	4	1	0	0	0	0	12
56	Cc1nnn(C23CC4CC(CC(C(=O)NN)(C4)C2)C3)n1	-6	-3	5	8	-6	-3	-4	12	6	9	17
57	O=C(/C=C/c1ccc(S(=O)(=O)N2CCOCC2)cc1)N1CCN(c2ccc(F)cc2)CC1	-4	3	26	15	-4	1	10	0	14	16	25
58	CCc1nc(-n2[nH]c(=O)c3ccccc3c2=O)c2c3c(sc2n1)CCCC3	0	-5	4	4	-3	-2	10	0	-6	-7	-2
59	Cc1ccc(NC(=O)CSc2nnc(NC(=O)CN3CCOCC3)s2)cc1	2	-5	10	2	16	6	6	-2	-2	1	5
60	O=C(Nc1ccccc1F)c1ccc2ncsc2c1	5	-1	-78	-44	-4	-10	-44	3	-86	-66	-63

Next part
entry	Molecule	TWEAK Fn14 block	NOD2 RIPK2 PPI	SRC2 inh	NR2F2 inh	TLR9-MyD88 inh	ABHD5-PLIN5 inh	NCOA1 inh	Granule exo inh	NR5A2 inv ag	TROY NFkB inh	SRC3 inh
61	O=C1N(Cc2cccc(Cl)c2)C[C@@H]2C[C@@H](c3cccn3-c3nccs3)N3CCC[C@@]123	12	-13	-14	-1	8	3	-2	8	9	-13	21
62	COc1ccc(/C=N/OCC(=O)NC(c2ccccc2)c2ccccc2)cc1OC	52*	-1	12	61*	2	1	15	3	57	25	15
63	O=C(O)c1cc2n(n1)CCN(Cc1ccccc1Cl)C2=O	-7	-5	-4	11	-2	0	9	-5	5	4	7
64	COc1cccc(-c2nc(-c3cccc(C)c3)nc3cc(Cl)ccc23)c1	6	-15	15	-6	.	-10	.	6	-3	-4	.
65	O=C(O)c1ccc2c(c1)C(=O)N(CCCCCCCN1C(=O)c3ccc(C(=O)O)cc3C1=O)C2=O	-11	-6	-45	13	-6	4	20	-3	16	0	4
66	CC(OC(=O)CCc1nc2ccccc2c(=O)[nH]1)C(=O)NC1CCCC1 (stereo unspecified)	7	1	-43	16	5	4	14	-5	19	6	5
67	C#Cc1ccc([C@@H]2C=C(C(=O)N3CCN(Cc4ccccc4)CC3)O[C@H](OCC)[C@H]2CCCO)cc1	-24	9	3	-11	4	2	3	2	-26	3	-17
68	O=C(/C=C/c1ccccc1Cl)c1ccc[nH]1	-15	2	-66	-14	-3	2	-62	20	-15	-52	-38

The list is partial; count on the stated rates, not on these rows.
